HTR2A ag: activates the mouse 5-HT2A serotonin receptor; P35363; CHO-K1 mHTR2A beta-arrestin complementation, luminescence; percent of 30 µM serotonin response; activation, % at 7.6 µM; 360,000 tested, 0.66% active;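 active = activation above a run cutoff, the mean activation of all tested compounds plus 3 SD, cut at about 14% in these data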;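 note: 0% = plate median of compound wells and 100% = 30 µM serotonin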
PDI inh: blocks human protein disulfide isomerase activity. PDI insulin aggregation turbidity, A650, 90 min. inhibition, % at 10 µM. 350,000 tested, 0.052% active;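 active = mean inhibition across replicates of 30% or more, whatever share of single replicates reach that level; inconclusive = mean inhibition below 30% while every single replicate reaches 30%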;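 note: absorbance from insulin aggregation driven by PDI reduction with DTT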
MC4R antagonist: antagonists of human melanocortin 4 receptor (MC4R) | MC4R-expressing cells, MTII-stimulated cAMP, LANCE TR-FRET | P32245 | AID 540295 | 360,000 tested, 0.48% active | inhibition, % at 6.5 µM;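 active = inhibition above its plate's cutoff, the mean of tested wells on that plate plus 3 SD, cut at about 29% in these data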;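 note: 0% = Melanotan II alone and 100% = Melanotan II plus saturating MCL0020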
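System – human MC4R-expressing U2OS cells · Also added – Melanotan II · Dosing – one concentration, 6.5 µM nominal · Timing – 30-min compound, 1-h challenge, 1-h detection, room temperature · Measured by – Eu-cAMP/anti-cAMP TR-FRET, emission 671 nm · Replicates – singlicate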
MC4R barr agon: human MC4R agonism via beta-arrestin | 360,000 tested, 0.98% active | U2OS MC4R beta-arrestin complementation, luminescence; percent of melanotan II response, DMSO zero | activation, % at 8.9 µM;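 active = activation above a per-plate cutoff, the mean activation of sample wells on that plate plus 3 SD, cut at about 8% in these data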
Cardio protect: protects H9c2 cardiomyocytes from peroxide injury; H2O2 injury protection, ATPLite, 2 h; protection from H2O2 cell death, % at 20 µM; 360,000 tested, 0.63% active; AID 588492;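 active = compounds giving at least 50% protection of heart cells from peroxide-induced death in the single-dose screen, raw or plate-pattern-corrected value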;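 note: 0% = DMSO wells with peroxide and 100% = DMSO wells without peroxide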
Vif inh: blocks HIV Vif function; 340,000 tested, 0.35% active; inhibition, % at 7.49 µM; HEK293T cells, Vif self-association by quenched fluorescence, imaging, 24 h; AID 602346; in the data active = inhibition above about 50%, passing the limit was not always enough; inconclusive = no clear call, values can overlap the other calls; inactive = below about 31%; note: some results filed as inactive read as strong as hits
aDG glyco act: alpha-DG glycosylation activation | activation, % at 10 µM | Pro5-aDG cells, alpha-DG glycosylation AlphaScreen (IIH6); 0% Pro5, 100% B10-LARGE cell signal | 360,000 tested, 0.22% active;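 active = activation of at least 8% versus controls, or a plate z-score of at least 8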;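 note: Pro5 are CHO cells carrying HIG-tagged alpha-DG that lacks glycosylation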
Glyco luc inh: blocks N-linked glycosylation in D54 reporter cells; D54 ERlucT glycosylation luciferase reporter, 24 h; percent of 100 nM tunicamycin response; reporter increase, % at 12.5 µM; 360,000 tested, 0.23% active;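 active = mean luciferase reporter signal, scaled so untreated is 0 and the glycosylation-blocking control 100, at or above a set limit in every replicate; inconclusive = mean reaches the limit but not every replicate does; inactive = mean below the limit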;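 note: luciferase carries N-glycosylation sites so blocking glycosylation raises the light; 0% = median of neutral control wells and 100% = median of 100 nM tunicamycin wells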
ABCB6 inh MLPCN: blocks the human ABCB6 transporter | Q9NP58 | K562-ABCB6 porphyrin accumulation, flow cytometry, 1 h; hits give low values | fluorescence ratio to DMSO, % at 10 µM | 360,000 tested, 0.19% active | AID 602162;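 active = fluorescence ratio to DMSO below 75%, the collection mean minus 3 SD; inconclusive = too few cells collected in the well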;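 note: signal is porphyrin accumulated inside mitochondria; 100% equals median channel fluorescence of DMSO control wells; lower ratio means ABCB6 inhibition with less porphyrin fluorescence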
Target sequence (Q9NP58 whole entry, looked up): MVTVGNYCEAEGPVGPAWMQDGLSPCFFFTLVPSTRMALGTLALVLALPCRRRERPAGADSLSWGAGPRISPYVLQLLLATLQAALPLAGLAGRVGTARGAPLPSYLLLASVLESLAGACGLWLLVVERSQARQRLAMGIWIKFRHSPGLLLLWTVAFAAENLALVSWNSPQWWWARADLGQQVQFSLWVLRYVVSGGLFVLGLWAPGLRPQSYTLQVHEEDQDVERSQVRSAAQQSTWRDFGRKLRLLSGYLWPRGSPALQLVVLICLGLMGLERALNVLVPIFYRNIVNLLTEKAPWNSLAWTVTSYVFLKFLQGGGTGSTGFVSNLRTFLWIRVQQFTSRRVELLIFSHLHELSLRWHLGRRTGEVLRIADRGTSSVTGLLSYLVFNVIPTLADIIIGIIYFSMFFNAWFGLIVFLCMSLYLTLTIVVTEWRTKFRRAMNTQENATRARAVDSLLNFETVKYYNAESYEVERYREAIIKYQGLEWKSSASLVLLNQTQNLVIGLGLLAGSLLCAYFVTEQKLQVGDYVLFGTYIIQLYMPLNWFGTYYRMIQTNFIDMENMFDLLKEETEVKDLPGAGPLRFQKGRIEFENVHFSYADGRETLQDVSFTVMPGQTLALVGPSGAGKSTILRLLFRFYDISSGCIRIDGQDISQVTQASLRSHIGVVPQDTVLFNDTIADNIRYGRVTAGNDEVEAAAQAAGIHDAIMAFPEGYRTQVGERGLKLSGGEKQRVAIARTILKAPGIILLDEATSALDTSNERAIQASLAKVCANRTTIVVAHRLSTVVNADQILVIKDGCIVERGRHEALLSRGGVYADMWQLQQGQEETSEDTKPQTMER
CaV13 ICDI inh: Primary screen for inhibitors of IQ motif and Ca2+-dependent inactivation inhibitor domain binding in CACNA1D, Förster resonance energy transfer in living cells, …; HEK cells, CFP/YFP FRET ICDI-IQ, plate reader, 10 min; percent FRET-ratio fall versus neutral wells; AID 743397; 340,000 tested, 0.098% active; inhibition, % at 12.3 µM;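 active = mean replicate inhibition of at least 30% and at least 1% of replicates passing that level; inconclusive = only one of the two criteria is met; inactive = neither criterion is met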;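 note: 0% = median of the neutral control wells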
* = called active by the depositor; ? = inconclusive; . = no result given. Compounds were not picked by outcome; about 3.6% have a hit in one of these screens.

SMILES	HTR2A ag	PDI inh	MC4R antagonist	MC4R barr agon	Cardio protect	Vif inh	aDG glyco act	Glyco luc inh	ABCB6 inh MLPCN	CaV13 ICDI inh
CC(C)NC(=O)COC(=O)c1cc(Br)ccc1Cl	-2	-2	0	2.1	-1	.	0.0	1	101	-5
Cc1nn(CCO)c(C)c1Oc1ccccc1O	4	0	0	2.1	-7	-34	-0.1	4	92	.
CCOC(=O)N1CCN(CCC(=O)Nc2ccccc2)CC1	2	2	6	0.4	-1	5	0.0	2	94	-2
N#Cc1cccc(NC(=O)Cc2ccsc2)c1	2	-1	-2	-0.1	0	-4	-0.1	0	97	-7
OCc1nc2ccccc2n1Cc1c(F)cccc1Cl	-3	-7	-1	0.4	2	-1	0.0	0	95	0
O=c1c2ccccc2nc(SCc2cn3ccsc3n2)n1-c1ccccc1	-8	7	-34	-1.8	18	-3	-0.1	4	92	-2
C#CCOCCOCCOCCNc1nc(N2CCN(C(=O)[C@H]([C@@H](C)CC)n3cc(CCCCN)nn3)CC2)nc(N2CCN(C(=O)[C@H](CCCCN)n3cc(CCC(=O)O)nn3)CC2)n1	-1	-1	7	-0.7	5	2	0.4	0	97	-9
CN1CCN(CC(=O)Nc2nc(-c3ccccc3)cs2)CC1	-1	1	20	-1.1	24	-9	0.0	3	93	.
CN(C)c1cccc(NC(=O)C2Cc3c(-c4ccc(Cl)cc4)ccnc3O2)c1 (stereo unspecified)	-2	4	3	0.1	-10	-4	-0.2	0	95	-11
Cc1ccc(S(=O)(=O)N(C)c2ccc3c(ncn3C)c2[N+](=O)[O-])cc1	-6	-3	1	-1.5	-15	1	-0.3	4	93	-10
CCOC(=O)c1cc(-c2ccncc2)nc2c1c(C)nn2-c1ccccn1	-5	1	13	-0.8	0	?	-0.2	1	94	-6
CCCCn1c(-c2cccc(F)c2)nc2c1c(=O)[nH]c(=O)n2CC(C)C	2	10	4	0.4	-3	3	0.2	-1	88	-7
Cc1nc2c(-c3ccc(F)cc3)c(C)nn2c(C)c1CCC(=O)Nc1ccccc1	-5	0	5	5.8	3	-5	0.4	0	96	-6
Cc1ccc(C2CC(c3cccs3)n3nc(N)nc3N2)cc1 (stereo unspecified)	-12	-6	2	-1.1	-1	3	-0.1	4	97	-5
Brc1ccccc1-c1nnc(CSc2nnnn2-c2ccccc2)o1	-3	7	0	0.3	-5	17	-0.1	0	89	-10
O=C(Cn1nnc(-c2ccccc2Cl)n1)N1CCN(S(=O)(=O)c2ccc(Cl)cc2)CC1	8	5	12	1.8	-2	-8	-0.2	-1	94	.
Cc1ccc(S(=O)(=O)NC(=O)C2(C)CCN2C(=O)c2ccccc2)nc1 (stereo unspecified)	0	-7	-1	-2.3	10	-1	0.1	1	96	-17
COC(=O)c1ccc(-c2nc(CN3CCC(C(=O)N4CCOCC4)CC3)c(C)o2)cc1	-1	6	6	-2.9	4	19	-0.4	3	97	.
COc1ccc(NC(=O)N2CCCCCC2)cc1OC	1	16	-4	-1.9	9	5	0.0	1	94	.
COc1cccc2c1cc1c(=O)n(CC(=O)NCCCc3ccccc3)nc(C)n12	7	0	-3	-1.4	8	0	0.2	-2	104	.
NC(=O)NCC1CC1	-3	1	-6	-2.0	6	-15	-0.1	2	96	-2
C/C(CC(=O)NC12CC3CC(CC(C3)C1)C2)=N\NC(=O)c1cnccn1	6	8	7	-1.4	-5	14	-0.2	-1	96	-5
Cc1ccc(S(=O)(=O)NCCC(=O)Nc2cccc(Cl)c2)cc1	0	-1	14	-0.8	-8	-6	0.3	0	98	-7
Clc1ccc(-c2noc(CN3CCOCC3)n2)cc1	2	3	-6	0.4	-2	-1	0.1	-2	98	-2
CCOC(=O)C1(C)Oc2ccccc2C(c2ccc(OC)cc2)=C1C(=O)OC (stereo unspecified)	5	1	-1	-1.6	1	8	-0.2	-3	96	-5
Additional structures follow:
SMILES	HTR2A ag	PDI inh	MC4R antagonist	MC4R barr agon	Cardio protect	Vif inh	aDG glyco act	Glyco luc inh	ABCB6 inh MLPCN	CaV13 ICDI inh
O=C(Nc1cccc(O)c1)c1cc(-c2ccccc2Cl)on1	-2	-13	3	4.5	-19	0	0.4	-15	91	-2
CC(NCc1ccc(S(N)(=O)=O)cc1)C(=O)N1c2ccccc2CC1C (stereo unspecified)	1	3	7	-2.6	6	-3	0.1	0	100	-6
OCC1OC(Oc2c[nH]c3ccccc23)C(O)C(O)C1O (stereo unspecified)	2	-10	8	-0.1	-23	-2	0.4	5	106	-5
COc1ccccc1NC(=O)C1CCCN1S(=O)(=O)c1ccc(Cl)cc1 (stereo unspecified)	-3	0	7	-0.6	0	-22	-0.1	0	96	-2
COc1ccc(N2CCCC2=O)cc1S(=O)(=O)N1CCOCC1	3	-1	1	-0.4	-1	4	0.5	1	99	-3
O=c1c2cc(Br)ccc2nc(-c2ccc(Cl)cc2)n1O	8	-7	3	-0.6	6	8	0.0	5	102	-4
COc1cc(CCC(=O)OCC(=O)Nc2ccc(F)c(F)c2F)cc(OC)c1OC	-4	-6	9	-1.7	-4	-4	-0.2	1	94	-2
N[C@@H](Cc1ccc(F)cc1)C(=O)O	-1	11	7	-0.9	6	-4	-0.1	1	95	-5
COC(=O)c1c(NC(=O)C2CC=CCC2C(=O)O)sc(C(N)=O)c1C (stereo unspecified)	-3	1	10	-2.2	7	0	-0.1	3	101	-5
O=C(NCC1CCCO1)C1CCCN(S(=O)(=O)c2ccc(Cl)cc2)C1 (stereo unspecified)	14	-8	-1	-1.2	1	4	0.0	-1	100	-4
CCOc1cc(/C=N/N=C/c2ccc(O)c(OCC)c2)ccc1O	-1	5	7	-1.9	15	-15	0.2	0	99	-5
COc1ccc(CC(=O)Nc2cccc(C)n2)cc1OC	3	-1	14	-2.3	8	-3	-0.3	1	102	-7
COc1ccccc1NC(=O)Cc1nnc(SCC(=O)NC2CCCCC2)n1C	1	2	-1	-2.2	0	34	0.0	-1	96	-7
Cc1ccc(-c2nnn(CCC(=O)NC3CCCC3)n2)cc1	0	-1	4	-1.9	3	-4	0.1	-2	96	.
CCCCNC(=O)C1(C)CCCCN1C(=O)c1c(C)noc1C (stereo unspecified)	-4	0	1	-0.5	-5	10	0.1	1	101	-5
N/C(=N\OC(=O)c1ccc([N+](=O)[O-])cc1)c1ccccn1	7	-6	-4	2.9	-25	-12	0.8	-7	116	-1
O=C(Cn1cnc2cc([N+](=O)[O-])ccc2c1=O)Nc1ccccc1-c1ccccc1	6	-19	9	-0.8	3	-11	0.4	-3	95	3
O=C(OCN1C(=O)c2ccccc2C1=O)c1cccc(S(=O)(=O)N2CCOCC2)c1	8	1	-2	-1.8	8	9	-0.3	4	102	-4
C=CCN(c1ccc(C(=O)OC)cc1)S(=O)(=O)c1ccccc1	2	-8	7	-1.4	2	.	-0.1	-1	101	-1
CCOc1ccccc1OCCCOc1ccc(C)cc1Cl	-3	15	-14	0.1	-20	2	0.2	-2	94	.
Cc1ccc(Nc2nc(Cl)nc(N(C)C#N)n2)cc1	5	0	13	0.8	-5	-1	0.1	-1	89	-6
C[C@@H]1CCCCO[C@@H](CN(C)C(=O)CCCN(C)C)[C@@H](C)CN([C@H](C)CO)C(=O)c2cc(NC(=O)CCC(F)(F)F)ccc2O1	-2	1	-6	-0.1	-2	-6	-0.2	1	98	-1
COC(=O)c1ccc(N2CCN(c3ccccc3)CC2)c(N)c1	-1	5	-6	3.2	-2	17	0.1	1	97	-3
CCCNc1ncnc2sc(C)c(C)c12	4	5	-9	2.0	-22	31	0.1	-1	97	-1
CCCCCCCCN1C(=O)[C@H](CC(=O)NCc2ccc(C)o2)C[C@@]2(C(=O)OC)CCCCC=C12	-2	.	.	.	.	.	0.3	.	104	-4
(listing goes on)
SMILES	HTR2A ag	PDI inh	MC4R antagonist	MC4R barr agon	Cardio protect	Vif inh	aDG glyco act	Glyco luc inh	ABCB6 inh MLPCN	CaV13 ICDI inh
CCC(Sc1nc2c(c(=O)[nH]1)CCC2)C(=O)Nc1cccc(OC)c1 (stereo unspecified)	0	-3	-2	-2.2	2	-3	-0.4	5	98	-6
CC1(NC(=O)Cn2cc(C(F)(F)F)ccc2=O)CCS(=O)(=O)C1 (stereo unspecified)	5	-13	-2	-2.8	-2	2	0.2	2	82	-6
O=c1cc(CN2CCN(c3ccccc3F)CC2)c2c(ccc3ccccc32)o1	-3	.	.	.	-6	.	-0.4	1	85	-5
CC(C)C(OC(=O)c1ccco1)C(=O)NCc1ccc2c(c1)OCO2 (stereo unspecified)	4	5	-3	-2.9	2	5	-0.1	-1	96	-7
Cc1ccc(-n2c(SCC(=O)O)nc3sc4c(c3c2=O)CC(C)(C)SC4)cc1	6	3	2	0.2	-3	-12	0.1	1	99	-1
COc1cccc(CNC(=O)c2ccc(CS(=O)(=O)Cc3ccc(C)cc3)o2)c1	1	-1	4	-3.1	0	0	0.0	1	101	-6
C=CCN(CC=C)C(=S)NC(=O)c1ccc([N+](=O)[O-])cc1	0	-4	3	-2.5	12	6	0.6	-1	103	-5
Cc1cc(C)c(NC(=O)C2CCCN2C)c(C)c1 (stereo unspecified)	-2	-5	12	-1.6	7	0	-0.1	2	100	-4
CC(C)Nc1nc(-c2ccncc2)nc(-c2ccc(Cl)cc2)c1C#N	4	12	2	0.1	1	5	0.0	-1	97	-6
COc1cccc(OC)c1NC(=O)NC(=O)c1c(OC)c(Br)cc([N+](=O)[O-])c1OC	6	-1	7	-1.4	-2	-1	-0.1	1	99	-5
COCC(=O)NC1CCCCCC1	1	-5	-7	-1.4	-9	-2	-0.2	1	97	-13
CCCNC(=O)COC(=O)c1ccc(-c2ccccc2)cc1	-7	-3	-10	-3.3	-11	-6	0.0	1	102	-7
C/C=C/c1cccc(-c2nc(C(=O)N3CCOCC3)cc3c2[C@@H](CCO)N(C(=O)NC(C)C)C3)c1	4	.	.	.	.	.	0.6	.	94	-5
COc1ccc(Cc2nc(C(=O)NCc3ccccc3OC)cs2)cc1	3	2	5	2.1	-4	-7	0.2	-3	102	-5
O=C(c1cc(Cl)ccc1Cl)N1CCN(c2ccccn2)CC1	4	-4	-1	-1.2	1	0	-0.1	-1	100	-9
O=S(=O)(Nc1ccon1)c1ccc(Br)cc1	2	-1	-2	-2.5	1	2	0.0	0	93	.
CCN(CC)S(=O)(=O)c1ccc2oc(SCC3CN=C(c4ccc(OC)cc4)S3)nc2c1 (stereo unspecified)	1	-4	6	-1.0	-27	.	1.1	.	104	.
O=C(O)c1ccccc1OCCOCCOc1ccccc1C(=O)O	4	4	3	0.5	-5	10	-0.2	4	112	-9
O=C(O)c1ccc(NC(=O)c2cccc(C(=O)Nc3ccc(C(=O)O)cc3)c2)cc1	4	-18	0	-0.4	13	16	-0.2	1	90	-7
Cc1ccc(COc2ccsc2-c2n[nH]c(=S)n2C)cc1	6	18	0	-0.8	-4	8	0.1	0	96	-4

Source: PubChem (several laboratories)
